Growth percent in the NCI-60 one-dose screen (48 h, 10 µM unless noted): 100 = growth as untreated, 0 = no growth, -100 = all killed.
HL-60(TB): HL-60(TB) leukemia cells | 78,000 compounds, 9% hits | AID 1794776; active means growth percent below 10
An asterisk follows results filed as active; & = joins results of further samples. A portion of the library. The share of hits here may be higher or lower than overall.

SMILES | HL-60(TB)
CCCCCCCCCC(CO)CCCCCCC (stereo not drawn) | 97
C/C(=N\NC(=O)CSc1nc2ccccc2c(=O)n1CCc1ccc(S(N)(=O)=O)cc1)c1ccccn1 | 34
O=[N+]([O-])c1cc(NS(=O)(=O)c2ccccc2)ccc1NS(=O)(=O)c1ccccc1 | 113
CC(=O)Nc1ccc(S(=O)(=O)O)c2ccccc12 | 99
COC(=O)CCc1ccc(OC)cc1 | 133
N#C/C(=C/c1cc(I)cc(I)c1O)C(N)=O | 106
COc1cc(/C=C/C(=O)CC(=O)/C=C/c2ccc(OC(=O)CCNC34CC5CC(CC(C5)C3)C4)c(OC)c2)ccc1OC(=O)CCNC12CC3CC(CC(C3)C1)C2 | -24*
C/C(=N\NC(N)=S)c1nc2ccc(Cl)cc2[nH]1 | 30
Cc1cccc2c1C[C@@]1(C2=O)C(c2ccc(F)cc2)=NOS1=O (stereo partly drawn) | 97
O=C(OCC1CC2(Cl)C(Cl)=C(Cl)C1(Cl)C2(Cl)Cl)C1C(C(=O)OCC2CC3(Cl)C(Cl)=C(Cl)C2(Cl)C3(Cl)Cl)C2(Cl)C(Cl)=C(Cl)C1(Cl)C2(Cl)Cl (stereo not drawn) | 89
CCCCCC(=O)N(CCCC)CCCC | 109
COC(=O)C(NC(=O)C1(NC(=O)OCc2ccccc2)CCCC1)C(C)C (stereo not drawn) | 97
CCC1(c2ccccc2)C(=O)Nc2cccc(Br)c21 (stereo not drawn) | 89
COC(=O)CCC[C@@H]1O[C@@H](c2ccccc2)C[C@H]1O | 103
C[n+]1ccccc1/C=N/O | 111&92&96
CCCC1C(C(=O)OCC)=C(N)Oc2cc(O)ccc21 (stereo not drawn) | 102
NC(=O)c1[nH]c2cccnc2c1Sc1cccc(Cl)c1 | 127
CN(C)CCCNC1=C(Cl)C(=O)C(NCCCN(C)C)=C(Cl)C1=O | 97
COc1ccc(CO)cc1OCc1ccccc1 | 98
CCOc1ccc2[nH]c(=O)c(C(c3nnnn3CC3CCCO3)N3CCN(Cc4ccccc4)CC3)cc2c1 (stereo not drawn) | 149
COC(=O)c1c(C)c2n(c1C)C(=O)C(c1ccccc1)=C2 | 67
CCCC(C)C1(CC)C(=O)NC(=O)N(C)C1=O (stereo not drawn) | 95
Cn1c(=O)c2[nH]c(SCC(=O)Nc3ccc(C(=O)/C=C/c4cccc([N+](=O)[O-])c4)cc3)nc2n(C)c1=O | 97
C/C=C(\C)C(=O)O[C@@H]1C2C=C3C4CC(=O)O[C@@H](c5ccoc5)[C@]4(C)CC[C@@H]3[C@@](C)(C2=O)[C@@H](CC(=O)OC)C1(C)C (stereo partly drawn) | 103
O=C(O)CNc1ccccc1[N+](=O)[O-] | 109
NCC1CCCCO1 (stereo not drawn) | 108
COc1cc2c3c(n(CCCCNCCCn4c5c(c6cc(OC)c(OC)cc6c4=O)C(=O)c4cc6c(cc4-5)OCO6)c(=O)c2cc1OC)-c1cc2c(cc1C3=O)OCO2 | 94
COC(=O)c1ccc2c(c1)n(Cc1ccc3ccccc3c1)c[n+]2Cc1ccc2ccccc2c1 | -19*
CN1CC(c2ccc(Br)cc2)C(C(=O)c2ccc(Br)cc2)C12C(=O)Nc1ccccc12 (stereo not drawn) | 98
CC(=O)Oc1cc2c(c3ccccc13)CCC2=O | 87

Some of the entries above in another layout.
canonical_smiles,HL-60(TB)
CCCCCCCCCC(CO)CCCCCCC (stereo not drawn),97
C/C(=N\NC(=O)CSc1nc2ccccc2c(=O)n1CCc1ccc(S(N)(=O)=O)cc1)c1ccccn1,34
O=[N+]([O-])c1cc(NS(=O)(=O)c2ccccc2)ccc1NS(=O)(=O)c1ccccc1,113
CC(=O)Nc1ccc(S(=O)(=O)O)c2ccccc12,99
COC(=O)CCc1ccc(OC)cc1,133
N#C/C(=C/c1cc(I)cc(I)c1O)C(N)=O,106
COc1cc(/C=C/C(=O)CC(=O)/C=C/c2ccc(OC(=O)CCNC34CC5CC(CC(C5)C3)C4)c(OC)c2)ccc1OC(=O)CCNC12CC3CC(CC(C3)C1)C2,-24*
C/C(=N\NC(N)=S)c1nc2ccc(Cl)cc2[nH]1,30
Cc1cccc2c1C[C@@]1(C2=O)C(c2ccc(F)cc2)=NOS1=O (stereo partly drawn),97
O=C(OCC1CC2(Cl)C(Cl)=C(Cl)C1(Cl)C2(Cl)Cl)C1C(C(=O)OCC2CC3(Cl)C(Cl)=C(Cl)C2(Cl)C3(Cl)Cl)C2(Cl)C(Cl)=C(Cl)C1(Cl)C2(Cl)Cl (stereo not drawn),89
CCCCCC(=O)N(CCCC)CCCC,109
COC(=O)C(NC(=O)C1(NC(=O)OCc2ccccc2)CCCC1)C(C)C (stereo not drawn),97
CCC1(c2ccccc2)C(=O)Nc2cccc(Br)c21 (stereo not drawn),89
COC(=O)CCC[C@@H]1O[C@@H](c2ccccc2)C[C@H]1O,103
C[n+]1ccccc1/C=N/O,111&92&96
CCCC1C(C(=O)OCC)=C(N)Oc2cc(O)ccc21 (stereo not drawn),102

(more compounds)
SMILES | HL-60(TB)
Cn1c(=O)[nH]c2nc(SC/C(=N/O)c3ccccc3)[nH]c2c1=O | 107
O=C(NN=C1CCCC1)c1ccc(NC(=O)c2ccccn2)cc1 | 97
CCn1c(Cc2ccccc2Nc2c(Cl)cccc2Cl)nnc1SCC(=O)Nc1ccccc1C(F)(F)F | 87
CN1C[C@@H](c2ccc(Cl)cc2)[C@]2(NC(=S)N(c3ccc(F)cc3)C2=O)[C@@]12C(=O)Nc1ccc(Br)cc12 | 65
NC(C(=O)O)C(O)c1ccco1 (stereo not drawn) | 116
Nc1ccccc1-c1ccn[nH]1 | 96
COc1cc(C2C(C#N)=C(N)OC3=C2C(=O)c2ccccc2C3=O)ccc1O (stereo not drawn) | 93
CNC(=O)c1cc(Oc2cccc3nc(Nc4ccc(F)c(F)c4)ccc23)ccn1 | 58
Fc1ccccc1NC(=S)c1ccccc1 | 98
COc1cc(/C=C2\C(=O)N(c3cccc(Cl)c3)N=C2C)cc(OC)c1O | 99
NC1=NN(c2ccccc2)C2=NC(=O)NC(c3ccccc3)C12 (stereo not drawn) | 99
COc1ccc(-c2nn(-c3cccc(Cl)c3)cc2-c2cc(-c3ccc(Br)cc3)nc(N)c2C#N)cc1 | 101
COc1cc(CNC(=O)C2CSC3c4ccccc4C(=O)N23)cc(OC)c1OC (stereo not drawn) | 96
CC(=O)N(C(C)=O)c1cccc(N(Cc2ccccc2)Cc2ccccc2)c1 | 94
O=c1oc(=O)c2cc3c(=O)oc(=O)c3cc12 | 83
COc1cc(/C(N)=N/OC(=O)CSc2nc3ccccc3s2)cc(OC)c1OC | 88
CCC(=O)C[n+]1cc2ccccc2c2ccccc21 | 104
CCC(CC)(c1ccccc1)C(OC(N)=O)c1ccccc1 (stereo not drawn) | 96
O=C(COc1c(Cl)cc(Cl)c(Cl)c1Cl)NC1CCCCC1 | 94
C=C1C(=O)O[C@H]2[C@H]1CC/C(COC(=O)NCc1ccc(Cn3c(=O)sn(CCCl)c3=O)cc1)=C\CC[C@@]1(C)O[C@@H]21 | -21*
CC(=O)OCC1OC(n2cc(CI)nn2)C(OC(C)=O)C(OC(C)=O)C1OC(C)=O (stereo not drawn) | 91
O=C(O)C1C2CC(C(Br)C2Br)C1C(=O)O (stereo not drawn) | 65
CN1C(=O)/C(=C/C2=Cc3ccccc3OC2)S/C1=N/c1nccs1 | 90
COc1ccc(-c2nc(SCCC(C)C)nc(N/N=C\c3ccc(OC)c(OC)c3)c2C#N)cc1 | 73
Cc1cccc(NC(N)=O)c1 | 103
Clc1ccc(-c2cs/c(=N/N=C\c3ccc(Br)cc3)n2/N=C/c2ccc(Br)cc2)cc1 | 89
CN1C(=O)CCS(=O)(=O)C1c1ccc(Cl)cc1 (stereo not drawn) | 92
CCOC(=O)c1cc2c(n1Cc1cc(OC)c(OC)c(OC)c1)-c1nc(NC(C)=O)sc1CCC2 | 83
O=S(=O)(Nc1ccc(Cl)nn1)c1ccc(Nc2nc3ccccc3s2)cc1 | 123
S=C(Nc1ccc(Oc2ccc(NC(=S)NC3CCCCC3)cc2)cc1)NC1CCCCC1 | 72
CC(C)Cn1c(O)c(N=NC(=O)Cc2c[nH]c3ccccc23)c2ccccc21 | 97
CCN(CC)CCC(CN=C(N)N)c1ccc(Cl)c(Cl)c1 (stereo not drawn) | 86
O=C(NCc1ccccc1)C(c1ccc(O)c(O)c1O)N(C(=O)c1cc(O)c(O)c(O)c1)c1ccc(F)cc1 (stereo not drawn) | 112
COc1cc(C2N=C(N)N=C(N)N2c2ccc(S(N)(=O)=O)cc2)cc(OC)c1OC (stereo not drawn) | 95
C=C(C)Cn1c(SCC(=O)c2cccs2)nc2sc3c(c2c1=O)CCCC3 | 63
CO[C@@]1(NC(=O)C(C(=O)O)c2ccc(O)cc2)C(=O)N2C(C(=O)O)=C(CSc3nnnn3C)CO[C@@H]21 (stereo partly drawn) | 96
Cc1nc2c3c(ncn2n1)Oc1c(c(=O)[nH]c2ccccc12)C3c1ccc(Cl)cc1 (stereo not drawn) | 98
O=C1OC2(c3ccccc31)c1ccc(O)c(O)c1Oc1c2ccc(O)c1O | 117&99
COc1ccc(CCN2C(=O)/C(=C/c3ccc(C4Oc5ccccc5C5CC(c6cccc(OC)c6)=NN54)cc3)SC2=S)cc1 (stereo not drawn) | 100
Cc1ccc(Cl)cc1N1CCN(C(=O)[C@@H]2C[C@@H]2c2ccc(F)cc2)CC1 | 70
Cc1ccc(/C(=N/c2sc(-c3ccccc3)nc2-c2ccccc2)N2CCCC(C)C2)cc1 (stereo not drawn) | 107
CN(C)CC(O)c1ccc2cc(Br)c3ccccc3c2c1 (stereo not drawn) | 44
Cc1c[nH]c(=O)[nH]c1=O | 107
Fc1ccc2[nH]cc(-c3nc(-c4c[nH]c5ncccc45)cs3)c2c1 | 14
COC[C@H]1OC(=O)c2coc3c2[C@@]1(C)C1=C(C3=O)[C@@H]2CCC(=O)[C@@]2(C)C[C@H]1OC(C)=O | 26
O=c1[nH]nc(SCc2nc3ccccc3s2)n1C1CC1 | 91
Cc1cc(C)nc(NC(=O)OC(C)C)c1 | 105
CC(C)c1cc(C(C)C)c(S(=O)(=O)Oc2ccc(NC(=O)C3CCCCCC3)cc2)c(C(C)C)c1 | 64
Cc1cccc(Cl)c1NC(=O)c1cnc(Nc2cc(N3CCOCC3)cc(N3CCOCC3)c2)s1 | 45
CCOC(=O)c1nnsc1C(OC)Oc1ccccc1 (stereo not drawn) | 95
COc1cc(CNC(=O)/C=C/c2ccccc2)ccc1OCc1cn(-c2cccc(C(F)(F)F)c2)nn1 | 95
CC(C)C1=NOC(=O)C1=Cc1cn(-c2cccnc2)nc1-c1ccccc1 | -0.6*
OCCCc1ccc(Cl)cc1 | 95
N#C/C(=C/N1C(=O)/C(=C/c2ccc([N+](=O)[O-])cc2)SC1=S)C(N)=O | 100
O=C(c1ccccc1)N1Cc2[nH]nc(-c3ccccc3)c2[C@H]2CCCCN21 | 98
CCCCN(CCCC)C(=O)CCl | 93
CC1(C)CC([P+](c2ccccc2)(c2ccccc2)c2ccccc2)=NN1 | -49*
O=C1/C(=C/c2coc3ccccc3c2=O)N=C(c2ccc(Cl)cc2)N1c1ccc(S(=O)(=O)Nc2nccs2)cc1 | 101
Cc1cc(=O)n2[nH]c(-c3ccc(C(C)(C)C)cc3)cc2n1 | 37
O=C(Cn1cc(C2(O)CCCCC2)nn1)Nc1nc2ccccc2s1 | 97
(listing goes on)
SMILES | HL-60(TB)
COc1cc2oc(-c3cccc(C(=O)Nc4ccc(Cl)cc4)c3)cc(=O)c2c(OCCNC(=O)[C@@H](N)Cc2ccccc2)c1OC | 106
Cc1ccc2nc(C)c(-c3nnc(SCc4cc(F)ccc4F)o3)n2c1 | 92
O=C(COc1cccc(-c2nc3sccn3c2-c2ccccc2)c1)c1ccccc1 | 82
CCCCSc1cc(=O)[nH]c(N)n1 | 106
Fc1ccc(-c2nc(-c3c[nH]c4ccccc34)cs2)cc1 | 68
COc1ccc(/C=C/C=C/C(=O)c2ccc(NC(=O)Nc3ccccc3)cc2)cc1 | 82
COCCN(C(=O)Cc1cccs1)C(C(=O)NCc1ccc(OC)cc1)c1ccc(C(C)C)cc1 (stereo not drawn) | 105
COc1ccc(C)c(CN(C)C)c1 | 107
CS(=O)(=O)c1nccc(-c2c(-c3ccc(F)c(OCCc4ccc(F)cc4)c3)nc3sccn23)n1 | -12*
CC1=CC(=Nc2ccc(N(CCCl)CCCl)cc2)C=C(C)C1=O | -7.4*
Brc1ccc2[nH]c3c(Br)cc(Br)cc3c2c1 | 92
COc1cc(C)cc2oc3oc(=O)c(-c4nc5ccccc5s4)cc3c(=O)c12 | 109
N#Cc1c(N2CCNCC2)nc2sc3cc(Cl)c(Cl)cc3n2c1=N | 89
COc1cc2ncnc(Nc3ccc(S(=O)(=O)Nc4cc(C)on4)cc3)c2cc1OCCCN1CCCCC1 | 101
O=[N+]([O-])c1ccc2c(c1)/C(=N/O)c1ccccc1-2 | 106
CCSC(=Nc1ccc(C)cc1)NC(=O)c1ccco1 | 85
O=C1NC(=Nc2ccc(Cl)cc2)S/C1=C\c1cn(-c2ccccc2)nc1-c1ccccc1 | 92
COc1ccc(C(=O)Nc2nc3ccc(OC(F)(F)F)cc3o2)cc1 | 87
Cn1nc(C(=O)O)c(=O)[nH]c1=S | 99
CCCOC(=O)CCC(C)=O | 93
CCOC(=O)c1cc(-c2ccccc2)nc(N)n1 | 101
O=C1CCC(NCc2ccccc2)N1 (stereo not drawn) | 94
O=c1scc(-c2ccc(Br)cc2)s1 | 81
O=C1c2ccccc2C(O)(c2ccccc2)N1c1ccncc1 (stereo not drawn) | 87
O=c1[nH]c(=S)[nH]c(=O)n1CCc1ccc(Cl)cc1 | 98
CC(C(=O)O)N1C(/N=C/c2ccc(Cl)cc2)=NNC1(C)c1ccccc1O (stereo not drawn) | 110
CCOC(=O)c1c(N2CCOCC2)[nH]c(=O)c(C=Nc2cccc(Cl)c2)c1O | 51
C=CCC1(CCCCC)C(=O)NC(=S)NC1=O | 82
CC(O)CN1CCNCC1 (stereo not drawn) | 66
COc1ccc(/C=C/c2nc(Oc3ccc(C(C)=O)cc3)c3ccccc3n2)cc1 | 76

Screens: PubChem, NCI
